a7 integrin act: activators of alpha7 integrin expression for muscular dystrophy; Potency, µM (highest dose often 38.3 µM), for inactives: top-dose activation, actives largely listed as activators; 350,000 tested, 0.064% active; alpha7betagal myoblasts, beta-gal FDG fluorescence, 48 h;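 also: potency is read from the fitted curve at half-maximal effect; 100% = response of the positive control SU9516; nearly all actives have a fitted effect of over 60% in size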
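alpha7betagal+/- myoblasts (passage 13, 250/well) treated 48 h at 37C with compounds at 1:260 dilution of DMSO stock. Lysed, then beta-galactosidase activity read as FDG fluorescence (ex 480/em 540) after 30 min, with pre-read for autofluorescence.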
S-ASM inh: human S-ASM enzyme inhibition; P17405; Potency, µM (doses to about 57.5 µM), for inactives: at the highest dose activity change, negative = inhibition, hits mostly inhibitors; 340,000 tested, 0.006% active; placental ASM, HMU-PC fluorogenic substrate, 60 min; also: potency is read from the fitted curve at half-maximal effect
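Steps: dispense placental human ASM, pin compound, wait 10 min at room temperature, add HMU-PC0 substrate at 9 uM final, incubate 60 min at 37 °C, add stop solution raising pH to 10, read fluorescence.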
KCNH2 3.1 inh: blocks the human KCNH2 3.1 channel isoform. 340,000 tested, 0.95% active. U2OS KCNH2 3.1, thallium flux FluxOr; stronger effect = lower value. AID 720553. activity change, % (tested at about 1.8 µM);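 active = maximum activity change below -70%; inconclusive = maximum activity change from -70% to -50%; inactive = maximum activity change above -50%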;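 also: thallium influx rate constant from kinetic fluorescence after stimulation buffer; % is scaled to controls: 0 for no effect and ±100 for the full control effect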
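Normalized rate constant (relative to positive and negative DMSO controls) derived from a 2 min kinetic fluorescence read after stimulation; U2OS cells expressing the 3.1 isoform via virus at 1.77 x 10^8 /mL.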
KCNH2 WT inh: KCNH2 (human, wildtype) channel inhibition; Q12809; U2OS, BacMam KCNH2, thallium flux FluxOr; stronger effect = lower value; 340,000 tested, 0.37% active; activity change, % at 1.84 µM;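 active = maximum activity change below -70%; inconclusive = maximum activity change between -70% and -50%; inactive = maximum activity change above -50%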; also: % is scaled to controls: 0 for no effect and ±100 for the full control effect
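U2OS cells were transduced with wild-type KCNH2 virus (2.03 x 10^8 / mL) for 4 h at room temperature, then cultured overnight at 37 C. Thallium flux was read with FluxOr dye. Rate constants were normalized to DMSO controls.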
MBNL1-CUG inh: blocks human MBNL1 binding to CUG repeat RNA. Q9NR56. TR-FRET MBNL1-His/biotin-(CUG)12 binding, 665/545 ratio. 280,000 tested, 0.036% active. Potency, µM (doses to about 57.5 µM), for inactives: at the highest dose activity change, negative = inhibition, most hits filed as inhibitors; active = well fitted inhibition curve with a large enough effect in the signal ratio, with a control signal flat, not every such curve was filed as active; inconclusive = small, poorly fitted or top-dose-only effect, or effect the other way, or a change in a side signal; inactive = no such curve, though single readings can be large or run the other way; the % refers to the signal ratio; also: potency is read from the fitted curve at half-maximal effect; % is scaled to controls: 0 for no effect and ±100 for the full control effect
Target sequence (Q9NR56 whole entry, looked up): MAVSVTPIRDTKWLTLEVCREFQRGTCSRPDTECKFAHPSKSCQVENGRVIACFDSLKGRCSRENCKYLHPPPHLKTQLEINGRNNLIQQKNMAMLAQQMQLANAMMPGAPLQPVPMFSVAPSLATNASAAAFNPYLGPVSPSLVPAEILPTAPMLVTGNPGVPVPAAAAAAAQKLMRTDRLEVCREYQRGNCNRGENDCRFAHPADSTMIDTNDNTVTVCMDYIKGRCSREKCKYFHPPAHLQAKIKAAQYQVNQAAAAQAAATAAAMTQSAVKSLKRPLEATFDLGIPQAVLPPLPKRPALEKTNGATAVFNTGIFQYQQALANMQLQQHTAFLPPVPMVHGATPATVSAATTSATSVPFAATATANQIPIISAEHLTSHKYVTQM
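Ratiometric TR-FRET (665 over 545 nm, excitation 340 nm) tracks disruption of MBNL1-His/biotin-(CUG)12 complex after 60 min at room temperature, with compounds at 92 nM to 58 uM final.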
MLL CXXC-DNA inh: blocks binding of human MLL CXXC domain to DNA; Q03164; MLL-CXXC / FITC-HOXA9 DNA fluorescence polarization; Potency, µM (doses to about 115 µM), without a hit: top-dose activity change, negative = inhibition, usual class: inhibitors; 290,000 tested, 0.037% active; active = well fitted inhibition curve with a large enough effect in the polarisation, with a control signal flat, not every such curve was filed as active; inconclusive = small, poorly fitted or top-dose-only effect, or effect the other way, or a change in a side signal; inactive = no such curve, though single readings can be large or run the other way; the % refers to the polarisation; also: potency is read from the fitted curve at half-maximal effect
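Fluorescence polarization: 7 uM MLL-CXXC (stock) preincubated 5 min with compounds, then 50 nM fluorescein-HOX-A9 DNA (stock) added; 30 min ambient. Buffer 50 mM Tris-HCl pH 7.5, 50 mM NaCl, 1 mM DTT, 0.05% BSA.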
TRPV1 agonist: human TRPV1 agonism | 320,000 tested, 0.19% active | activation, % at 8.33 µM | Q8NER1 | TRPV1-expressing cells, Fluo-8 calcium influx, agonist mode; in the data active = activation above about 80%; inconclusive = between about 30% and that limit; also: 0% is about no effect
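TRPV1-expressing cells were cultured overnight at 35.5C and loaded with Fluo-8 calcium dye for 40 to 90 min at room temperature. After a 10 s baseline, compound was added and calcium influx was read kinetically for 3 min (ex 480/em 520 nm).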
AT treatment: potential ataxia-telangiectasia treatments restoring KAP-1 phosphorylation; 320,000 tested, 0.19% active; Potency, µM (doses to about 57.5 µM), for the others: at the top dose activation, usual class: activators; […] A-T fibroblasts, KAP-1 phosphorylation AlphaLISA; neocarzinostatin DNA damage 30 min before lysis; also: potency is read from the fitted curve at half-maximal effect; % of control where 0% means no effect; nearly all actives have a fitted effect of over 45% in size
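hTERT-immortalized A-T patient fibroblasts ([…]), 500 cells/well in OPTI-MEM, 1% FBS, got compounds for 60 min, then NCS for 30 min at 37C. Lysates were then assayed for phospho-KAP-1 by AlphaLISA (anti-pKAP1 donor, anti-KAP1 acceptor beads), 6 hr at 25C.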
GALK inh: galactokinase (human) inhibition | 270,000 tested, 0.007% active | P51570 | Potency, µM (series often up to 57.5 µM), inactives show at the highest dose activity change, negative = inhibition, usual class: inhibitors | Purified GALK, Kinase-Glo residual ATP luminescence; also: potency is read from the fitted curve at half-maximal effect; % is scaled to controls: 0 for no effect and ±100 for the full control effect
Target sequence (P51570 whole entry, looked up): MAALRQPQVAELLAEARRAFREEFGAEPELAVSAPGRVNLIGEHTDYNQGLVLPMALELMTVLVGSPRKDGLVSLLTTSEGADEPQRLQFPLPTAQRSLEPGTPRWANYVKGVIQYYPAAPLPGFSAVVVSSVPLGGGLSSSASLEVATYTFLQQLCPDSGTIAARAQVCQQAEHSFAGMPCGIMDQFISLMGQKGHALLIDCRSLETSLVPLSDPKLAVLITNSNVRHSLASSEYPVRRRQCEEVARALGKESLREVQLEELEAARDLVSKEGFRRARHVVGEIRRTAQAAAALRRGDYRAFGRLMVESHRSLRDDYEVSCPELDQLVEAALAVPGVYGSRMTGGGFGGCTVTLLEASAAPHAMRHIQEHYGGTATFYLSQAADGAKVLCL
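Quantitative HTS: GALK 5 nM, ATP 35 uM, galactose 100 uM, 1 h room temperature, then luciferase-based ATP detection.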
FBPA coupling cs: inhibits coupling enzyme system, counter-screen for aldolase hits | coupling enzyme system counterscreen, AmpLite Red fluorescence | 290,000 tested, 0.67% active | activity change, negative = inhibition, % at 58.2 µM, hits read low; in the data active = activity change below about -30%; also: % is scaled to controls: 0 for no effect and ±100 for the full control effect
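Coupling enzymes only (glyceraldehyde-3-phosphate) + compound, at 57.5 uM final, 10 min RT; add substrate/coupling/AmpLite Red mix, 20 min RT; fluorescence ex 525/em 598 nm. Actives flag coupling-system interference.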
The depositor's hits bear a star; ? = inconclusive; / = not tested or not shown; & = joins results of further samples; [ ] = another dose, or the depositor's remark. Unless noted, calls follow the shape of the dose curve; as a rule, active = well fitted curve in the direction sought with a large enough effect; inconclusive = small, poorly fitted or top-dose-only effect, or another doubt; inactive = no such curve, though single readings can be large; an effect the other way counts as inactive or inconclusive.

SMILES	a7 integrin act	S-ASM inh	KCNH2 3.1 inh	KCNH2 WT inh	MBNL1-CUG inh	MLL CXXC-DNA inh	TRPV1 agonist	AT treatment	GALK inh	FBPA coupling cs
CCCNC1(C(N)=O)CCN(Cc2ccccc2)CC1	?	3.0%	6.3	1.0	/	/	/	/	/	/
CCN(CC)S(=O)(=O)c1cc(OC)c(Cl)cc1Cl	-7.0%[7.66 µM]	1.6%	19.1	-2.5	6.9%	-14.0%	19.3	/	2.5%	3.2
CCCC1=Nc2cc(C(=O)NCCCN3CCN(C)CC3)ccc2Sc2ccccc21	-43.0%	-1.4%	-7.2	3.4	5.3%	34.0%[activator]	5.2	-2.8%	-2.9%	0.4
COC(=O)c1ccccc1NC(=O)C1CCN(C(=O)c2ccc(OC)cc2)CC1	2.1%	1.0%	?	4.0	11.2%	0.9%	-1.0	-0.9%	-1.0%	2.6
COC(=O)c1ccc(N2C(=O)CC(N3CCOCC3)C2=O)cc1 (configuration not stated)	3.6%	-2.2%	4.4	-4.8	-2.6%	-0.4%	-0.7	2.0%	8.8%	-0.3
COc1ccc(S(=O)(=O)N2CCN(CC(=O)NCCc3cccs3)CC2)cc1	-10.8%	-1.3%	9.6	-6.7	/	/	-2.4	14.1%	/	/
C(#CCN1CCOCC1)COCCCOC(c1ccccc1)c1ccccc1	1.9%[7.66 µM]	2.2%	10.6	11.0	-8.4%	7.3%	-3.9	2.3%	-0.8%	1.7
Cc1cccc(CNC(=O)c2ccc3nc(Cc4ccccc4F)oc3c2)n1	-16.1%	-2.9%	-3.7	-15.3	-1.1%	16.6%	9.6	1.5%	2.1%	/
Cc1cccc(C(=O)O/N=C/c2c(N3CCOCC3)n(C)c3ccccc23)c1	/	/	/	/	14.3%	4.0%	-1.1	33.4%	-1.3%	-0.8
O=C(NCCc1nnc2ccc(NCc3ccc(F)cc3)nn12)c1ccccc1	-19.4%	-1.4%	1.1	-3.6	3.5%	6.6%	0.1	0.5%	1.4%	1.1
CC(C)(C)OC(=O)C[C@H]1C/C=C\C[C@@H](CC(=O)NCCO)C(=O)NC[C@@H](c2ccccc2)OC1=O	-1.0%	1.5%	0.8	-5.7	/	/	/	-3.0%	/	/
COc1ccc(C(C(=O)NC2CCCCC2)N(Cc2cccs2)C(=O)Cc2c[nH]c3ccccc23)cc1OC (configuration not stated)	11.9%	-3.6%	3.0	-12.7	5.0%	14.1%	7.6	0.5%	-0.2%	0.1
CC1CCCCN1C(=O)COC(=O)c1cccc(NS(=O)(=O)c2ccccc2)c1 (configuration not stated)	-33.2%	-1.3%	-7.7	-2.5	/	/	-5.4	/	/	/
N#C/C(=C/c1ccc(-c2ccc(S(=O)(=O)N3CCOCC3)cc2)o1)C(=O)NC1CC1	-20.3%	17.3%	9.8	-79.7*	/	/	/	/	/	/
Cc1[nH][nH]c(=O)c1N=Nc1ccccc1Cl	?	-3.3%	8.7	0.0	/	17.2%	/	-11.4%	-1.4%	0.8
COc1cc(C(CCN2CCCC2)c2c(OC)cc(OC)c3ccc(=O)oc23)cc(OC)c1OC (configuration not stated)	30.3%	9.3%	/	/	7.8%	1.3%	0.4	-18.9%	0.7%	-0.6&-5.9
CC(C)N(C(=O)c1ccc(C(=O)Nc2ccc([N+](=O)[O-])cc2)cc1)C(C)C	31.8%	1.9%	6.4	1.0	1.4%	-5.5%	11.6	-2.0%	2.5%	1.8
O=C(CCc1ccccc1)NC(=S)Nc1ccccc1Br	-30.2%	-2.7%	5.5	1.5	0.5%	-16.1%	0.6	1.8%	-1.4%	-2.5
COc1ccc(NC(=O)NCc2ccco2)c(OC)c1	17.6%	1.3%	21.1	-5.2	2.5%	-2.5%	1.3	1.5%	3.1%	0.2
COc1ccc(C2(c3ccc(OC)cc3)NC(=O)NC2=O)cc1	-3.6%	-13.3%	-0.9	0.5	1.1%	14.9%	-3.1	4.0%	-2.1%	0.0
COCCn1nnnc1C(c1ccc(OC)c(OC)c1)N1CCN(c2nc3ccccc3s2)CC1 (configuration not stated)	-6.6%	-7.2%	3.7	40.0	-6.6%	-2.8%	-0.6	-0.2%	1.8%	0.6
Cc1cc(-c2n[nH]c(=S)n2/N=C/c2cccc(O)c2)n[nH]1	-17.0%	-5.0%	2.8	3.4	-3.3%	1.4%	-1.6	1.6%	0.6%	0.7
Brc1ccc(OCCOCCOc2cccc3cccnc23)cc1	-13.9%	-6.4%	-12.8	-1.5	/	/	/	/	/	/
O=C(NOCc1ccccc1)c1cccc([N+](=O)[O-])c1	-7.5%	3.2%	0.5	4.4	/	/	/	9.1%[11.5 µM]	/	/
COc1cc(NC(=O)c2ccccc2-n2cnnn2)cc(OC)c1	7.6%	-0.6%	36.4	-1.1	/	/	1.7	-4.3%	/	/

Arranged by number of heavy atoms (rising): some entries from above
SMILES	a7 integrin act	S-ASM inh	KCNH2 3.1 inh	KCNH2 WT inh	MBNL1-CUG inh	MLL CXXC-DNA inh	TRPV1 agonist	AT treatment	GALK inh	FBPA coupling cs
CCN(CC)S(=O)(=O)c1cc(OC)c(Cl)cc1Cl	-7.0%[7.66 µM]	1.6%	19.1	-2.5	6.9%	-14.0%	19.3	/	2.5%	3.2
COc1ccc(NC(=O)NCc2ccco2)c(OC)c1	17.6%	1.3%	21.1	-5.2	2.5%	-2.5%	1.3	1.5%	3.1%	0.2
O=C(CCc1ccccc1)NC(=S)Nc1ccccc1Br	-30.2%	-2.7%	5.5	1.5	0.5%	-16.1%	0.6	1.8%	-1.4%	-2.5
COc1cc(NC(=O)c2ccccc2-n2cnnn2)cc(OC)c1	7.6%	-0.6%	36.4	-1.1	/	/	1.7	-4.3%	/	/
CC(C)N(C(=O)c1ccc(C(=O)Nc2ccc([N+](=O)[O-])cc2)cc1)C(C)C	31.8%	1.9%	6.4	1.0	1.4%	-5.5%	11.6	-2.0%	2.5%	1.8

(listing goes on)
SMILES	a7 integrin act	S-ASM inh	KCNH2 3.1 inh	KCNH2 WT inh	MBNL1-CUG inh	MLL CXXC-DNA inh	TRPV1 agonist	AT treatment	GALK inh	FBPA coupling cs
OC(c1ccccn1)C(O)c1ccccn1 (configuration not stated)	16.5%	2.2%	-9.0	22.9	/	/	/	/	/	/
CC(C)(C)C(=O)N1CCN(c2ccc([N+](=O)[O-])c(NCc3cccnc3)c2)CC1	-20.4%	-10.5%	7.7	4.0	?	-5.3%	-1.1	1.8%	-1.8%	-0.3
Clc1ccccc1CSc1nnc(Cn2cnc3ccccc32)n1-c1ccccc1	14.1%	-2.7%	2.2	-7.3	0.5%	5.8%	2.9	-0.6%	1.4%	3.9
CC(C)N(C(=O)COC(=O)c1cccc(N(C)C)c1)c1ccccc1	-16.5%	11.4%	1.0	6.5	2.1%	-3.5%	?	-1.5%	1.5%	0.3
CCCCN(C(=O)CSCC(=O)Nc1ccc(OC)cc1)c1c(N)n(Cc2ccccc2)c(=O)[nH]c1=O	6.1%	11.5%	-0.6	-28.7	/	/	-5.9	7.4%	/	/
Cc1[nH]nc(SCC(=O)N2CCCCCC2)c1[N+](=O)[O-]	-11.7%	7.3%	-10.6	8.2	11.3%	-6.4%	0.1	-3.4%	0.1%	1.7
CCOC(=O)c1cnc(NCc2ccccc2)nc1C	-8.3%	-1.2%	-20.6	-3.3	-7.1%	3.2%	-2.7	2.1%	-1.6%	0.2
Cc1cc(C(=O)N/N=C/c2cccc([N+](=O)[O-])c2)c2ccccc2n1	8.0%	-1.2%	-11.7	21.5	?	2.4%	-2.0	1.0%	2.3%	-15.8
CC(CN1CCN(C)CC1)OC(=O)c1ccc(F)cc1 (configuration not stated)	8.3%	2.0%	-36.9	-12.4	-3.4%	0.1%	-4.7	-2.2%	6.1%	1.9
CC1S/C(=C(\C#N)C(N)=O)N(c2ccc(F)cc2)C1=O (configuration not stated)	7.5%	5.9%	-1.0	-16.3	-3.9%	-16.9%	-2.3	-1.2%	3.9%	0.8
O=C(CS(=O)(=O)Cc1ccccc1)Nc1ccc2c(c1)OCO2	17.8%	7.4%	1.3	7.8	-2.9%	1.7%	0.6	-2.9%	-2.2%	-3.6
Cc1[nH]c2ccccc2c1CN1CCC(Cc2ccccc2)CC1	-64.2%[inhibitor]	-9.3%	-49.9	34.6	/	17.3%	-9.5	2.1%	1.8%	-1.2
Cc1ccc(S(=O)(=O)Nc2cccc(C(=O)Nc3cc(C)ccn3)c2)cc1	/	/	/	/	-6.3%	6.4%	-2.4	1.9%	1.3%	1.7
Cc1nc2nc[nH]n2c(=O)c1NS(C)(=O)=O	10.5%	3.5%	-16.3	-6.5	-2.1%	-6.0%	0.4	-1.1%	-3.7%	-0.1
COc1ccc(O[C@H]2C=C[C@@H](c3ccccc3)O[C@@H]2COC(=O)CC/C(C)=N/O[C@@H](C)c2cn([C@H](CO)Cc3ccccc3)nn2)cc1	/	/	/	/	-11.3%	0.4%	11.8	9.6%	/	-3.4
